# Source: PubChem (National Center for Advancing Translational Sciences (NCATS))
# AMA1-RON2 inh: qHTS for Inhibitors of AMA1-RON; Towards Development of Antimalarial Drug Lead: Primary Screen; Plasmodium falciparum AMA1 (3D7) - RON2 peptide interaction; AlphaScreen AMA1-biotinylated RON2 peptide binding; Potency, µM (titrated, usually from 58.2 µM), for the others: at the top dose activity change, negative = inhibition, hits mostly inhibitors; 360,000 compounds, 0.2% hits; AID 720542, 2013;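 note: potency is the fitted concentration of half-maximal effect; 0% = vehicle wells and -100% = peptide control; nearly all actives have a fitted effect of over 45% in size; some results filed as inactive show a strong effect at the top dose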
#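 AMA1 (3D7) with his tag at 25 nM final met compounds first, then biotinylated RON2 peptide at 25 nM; detection used donor plus acceptor beads, 10 µg/mL apiece, read by AlphaScreen after 30 min at room temperature.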
# HCMV antiviral: qHTS Assay for inhibitors of the human cytomegalovirus (HCMV); HFF cells, HCMV-luciferase reporter, 72 h; stronger effect = lower value; activity change, negative = inhibition, % at 57.5 µM; 410,000 compounds, 4.5% hits; AID 1259415, 2018; in the data active = activity change below about -60%; inconclusive = no clear call, values can overlap the other calls; inactive = above about -39%
#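 Luciferase read-out from HCMV-luciferase-infected HFFs (MOI 1 PFU/cell) 72 h post infection at 37C; compounds added after 16 h cell attachment; activity normalized between buffer-only basal and Salinomycin (10uM) inhibitor controls.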
# LmPK inh: qHTS Assay for Inhibitors of Leishmania Mexicana Pyruvate Kinase (LmPK). 290,000 compounds, 0.37% hits. AID 1721, 2009. purified LmPK, Kinase-Glo ATP luminescence, 1 h. Potency, µM (highest dose often 57.5 µM), for the others: at the highest dose activity change, negative = inhibition, hits mostly inhibitors; note: potency is the fitted concentration of half-maximal effect
# Target sequence (Q27686 whole entry, looked up): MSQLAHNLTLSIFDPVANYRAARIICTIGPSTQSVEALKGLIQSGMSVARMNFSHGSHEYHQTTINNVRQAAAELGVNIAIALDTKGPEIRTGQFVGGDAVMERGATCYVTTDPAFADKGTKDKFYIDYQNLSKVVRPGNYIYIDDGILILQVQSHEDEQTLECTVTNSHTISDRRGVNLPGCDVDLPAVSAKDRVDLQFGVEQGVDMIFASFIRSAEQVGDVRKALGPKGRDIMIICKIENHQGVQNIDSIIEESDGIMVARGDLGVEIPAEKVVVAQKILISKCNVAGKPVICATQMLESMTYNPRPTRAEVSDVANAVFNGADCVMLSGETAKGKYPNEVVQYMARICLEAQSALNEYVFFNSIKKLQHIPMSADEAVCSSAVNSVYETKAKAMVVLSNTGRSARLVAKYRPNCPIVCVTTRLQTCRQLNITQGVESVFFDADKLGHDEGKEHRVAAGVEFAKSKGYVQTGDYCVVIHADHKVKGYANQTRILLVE
#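 Screened at intermediate enzyme activity to detect both inhibitors and activators: LmPK at 0.1 nM, with a 0.5 nM enzyme column as activation reference. PEP 0.5 mM, ADP 0.1 mM; ATP detected by luminescence after 1 h.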
# AmpC inh no detg: qHTS Inhibitors of AmpC Beta-Lactamase (assay without detergent); P00811; AmpC nitrocefin hydrolysis, absorbance 480 nm, 0.0001% Triton; Potency, µM (titrated, usually from 57.1 µM), inactives show top-dose activity change, negative = inhibition, most hits filed as inhibitors; 330,000 compounds, 0.52% hits;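 note: potency is the fitted concentration of half-maximal effect; plate controls were no compound for no effect and no enzyme for full effect; nearly all actives have a fitted effect of over 20% in size; some results filed as inactive show a strong effect at the top dose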
# Target sequence (P00811 whole entry, looked up): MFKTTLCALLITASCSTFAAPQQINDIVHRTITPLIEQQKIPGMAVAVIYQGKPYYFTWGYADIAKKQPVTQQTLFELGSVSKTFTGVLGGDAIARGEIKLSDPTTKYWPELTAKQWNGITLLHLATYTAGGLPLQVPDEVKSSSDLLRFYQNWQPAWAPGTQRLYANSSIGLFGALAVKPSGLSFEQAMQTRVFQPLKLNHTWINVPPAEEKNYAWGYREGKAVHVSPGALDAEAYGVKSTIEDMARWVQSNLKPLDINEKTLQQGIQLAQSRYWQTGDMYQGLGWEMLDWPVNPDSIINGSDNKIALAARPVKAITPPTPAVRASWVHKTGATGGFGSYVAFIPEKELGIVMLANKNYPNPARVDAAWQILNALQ
#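 20 mM phosphate pH 7.0 + 0.01% (detergent screen) or 0.0001% Triton X-100; 5.3 nM AmpC reagent; cpd preinc 15 min RT; nitrocefin (800 uM stock) to start; A480 q20 s × 4 min; Activity was normalised to no-enzyme and no-compound control wells.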
# HCV inhibitor: qHTS Assay for Inhibitors of Hepatitis C Virus (HCV) | Huh7.5.1 HCVcc-Cre infection, luciferase reporter, 44 h | Potency, µM (titrated, usually from 41.8 µM), without a hit: top-dose activity change, negative = inhibition, actives largely listed as inhibitors | 340,000 compounds, 3.4% hits | AID 651820, 2012; note: potency is the fitted concentration of half-maximal effect
#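 A cell-based infection assay in which seeded cells (1,000 per well) receive test compound after 4 h, are inoculated with HCVcc-Cre at approximately 0.5 moi, and are incubated 44 h before luminescence detection.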
# Tb PYK inh: qHTS of Trypanosoma Brucei Inhibitors; pyruvate kinase (Trypanosoma brucei), Q57TT1; TbPYK enzyme, Kinase-Glo Plus ATP luminescence, 45 min; 410,000 compounds, 0.12% hits; Potency, µM (series often up to 76.8 µM), for the others: at the highest dose activity, negative = inhibition, usual class: inhibitors; note: potency is the fitted concentration of half-maximal effect; nearly all actives have a fitted effect of over 50% in size
#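 Glycolytic pyruvate kinase of T. brucei was incubated with substrate, test compound and 130 uM ADP for 45 minutes at room temperature. Luminescent Kinase-Glo Plus signal was measured after 10 minutes.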
# AmpC detergent: qHTS Inhibitors of AmpC Beta-Lactamase (assay with detergent); P00811; AmpC hydrolysis of nitrocefin, absorbance 480 nm, 0.01% Triton; Potency, µM (titrated, usually from 114 µM), inactives show at the highest dose activity change, negative = inhibition, hits mostly inhibitors; 370,000 compounds, 0.041% hits; AID 485294, 2010;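 note: potency is the fitted concentration of half-maximal effect; 0% = no-compound wells and -100% = no-enzyme wells; nearly all actives have a fitted effect of over 25% in size; some results filed as inactive show a strong effect at the top dose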
#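 20 mM phosphate pH 7.0 + 0.01% (detergent screen) or 0.0001% Triton X-100; 5.3 nM AmpC reagent; cpd preinc 15 min RT; nitrocefin (800 uM stock) to start; A480 q20 s × 4 min; Activity was normalised to no-enzyme and no-compound control wells.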
# The depositor's hits bear a star; ? = inconclusive; nt = no result given; [ ] = remark or other dose. Unless noted, calls come from the whole dose curve; as a rule, active = well fitted curve in the direction sought with a large enough effect; inconclusive = small, poorly fitted or top-dose-only effect, or another doubt; inactive = no such curve, though single readings can be large; an effect the other way counts as inactive or inconclusive. Unless noted, % is set by controls: 0 for no effect and ±100 for the full control effect.
Compound	AmpC detergent	LmPK inh	HCV inhibitor	AmpC inh no detg	Tb PYK inh	AMA1-RON2 inh	HCMV antiviral
CCC1Oc2ccccc2N(Cc2ccccc2C)C1=O (stereo unspecified)	-1%	2%	9%	-37%	-3%	22%	-2
COc1cc2cc3c(N)c(C(=O)Nc4sc(C)c(C)c4C#N)sc3nc2cc1OC	-1%	-4%	-6%	25%	-25%	3%	-1
OCCC1CN(CCCc2ccccc2)CCN1Cc1ccccc1 (stereo unspecified)	-5%	2%	-24%	20%	2%	2%	-24
O=C(NC(=S)Nc1ccccc1N1CCCC1)c1ccc(F)cc1	?	1%	?	9%[2.29 µM]	-11%	-12%	20
O=C(NCCOc1ccccc1)C1CCC(=O)N(Cc2ccc(Cl)cc2)C1 (stereo unspecified)	2%	-2%	4%	124%[activator]	-3%	-6%	25
O=C(NCCN1CCC(n2c(=O)[nH]c3ccccc32)CC1)c1cccc(Cl)c1	nt	nt	nt	nt	-5%	-9%	2
CCOc1ccccc1C(=O)N[C@H](C(=O)Nc1nc2c(s1)CCCC2)C(C)C	-7%	1%	?	-7%	0%	-23%	57
Cc1ccccc1S(=O)c1ccccc1C(=O)O (stereo unspecified)	1%	-10%	3%	-21%	-2%	3%	26
COc1ccc(CN2CCN(C(=O)Cn3nc(C)n4cccc4c3=O)CC2)c(OC)c1OC	-3%	-9%	-6%	3%	-5%	0%	13
Cc1ccc(C(=O)NCCOC23CC4CC(CC(C4)C2)C3)cc1	0%	3%	-8%	4%	6%	0%	-36
CN(Cc1ccccc1F)C(=O)CCNC(=O)c1ccc(C(C)(C)C)cc1	-3%	nt	-15%	62%[activator]	1%	-4%	47
c1ccc(Cn2nnc3c(N4CCOCC4)ncnc32)cc1	?	3%	13%	1%	3%	1%	?
Cn1nc(C(=O)Nc2ccc(Cl)cc2)cc1C(=O)Nc1ccc(Cl)cc1	?	1%	20%	-2%	-9%	3%	51
Cc1oc(-c2ccc(Cl)cc2)nc1CS(=O)CC(=O)NCc1ccco1 (stereo unspecified)	-5%	1%	-4%	39%	-3%	-4%	19
CCOC(=O)c1oc2cccc(O)c2c1CN(Cc1ccccc1)C(C)=O	-11%	10%	?	18%	-1%	-8%	-4
COC(=O)c1c(NC(C)=O)csc1C	-2%	5%	10%	-32%	2%	-11%	34
CCOC(=O)C1=NN(c2cccc(C)c2)C2(S1)SC(C(C)=O)=C(C)N2c1ccccc1 (stereo unspecified)	1%	12%	10%	38%	nt	-5%	4
Cc1cc(C)nc(SCC(=O)O)n1	?	2%	17%	-7%	4%	3%	0
O=C(COc1ccc(C(=O)c2ccccc2)cc1)Nc1cccnc1	-2%	-5%	6.3µM*	94%	-1%	-15%	-38
Cc1cc(C)n(C(C)CC(=O)Nc2ccc(C)c(N(C)C)c2)n1 (stereo unspecified)	25%	nt	nt	nt	-3%	nt	-14

Compound	AmpC detergent	LmPK inh	HCV inhibitor	AmpC inh no detg	Tb PYK inh	AMA1-RON2 inh	HCMV antiviral
O=C1c2ccccc2C(=O)N1CC1c2ccccc2CCN1C(=O)CN1CCOCC1 (stereo unspecified)	3%	8%[11.5 µM]	12%	75%[activator]	5%	-8%	-26
Cc1ccccc1OCc1nnc(SCc2nc3ccccc3c(=O)[nH]2)n1C	-6%	-5%	10%	-3%	0%	5%	20
CCC(=O)Nc1cc(C(=O)OCc2ccc(C(=O)Oc3ccccc3)cc2)ccc1C	3%	2%	7%	-16%	3%	9%	-12
CCOC(=O)c1c(S(=O)(=O)N2CCCC(C(=O)Nc3cc(C)ccc3OC)C2)c(C)n(C)c1C (stereo unspecified)	-3%	nt	nt	nt	3%	nt	10
CCSc1nnc(SCC(=O)NNC(=O)c2ccccc2F)s1	0%	-5%	24%	-24%	-10%	63%[activator]	14
NC(=O)C1CCCN1Cc1ccc2c(c1)OCO2 (stereo unspecified)	nt	nt	14%	nt	-9%	-2%	38
CC1(C)Cc2c(sc3c2c(=N)n(Cc2ccco2)c(=O)n3Cc2ccccc2)CO1	-9%	-5%	?	66%[activator]	-4%	-2%	-33
COc1cc(CNc2nc3ccccc3n2C)cc(OC)c1OC	-14%	0%	21%	-34%	0%	-5%	-10
C/C(=C\COc1cc(=O)[nH]c2ccccc12)CCC(O)C(C)(C)O (stereo unspecified)	0%	2%	0.32µM*	26%	-5%	9%	32
CC(C)(C)c1ccc(S(=O)(=O)NC(=O)C2(C)CCN2C(=O)C2(c3ccc(Cl)cc3)CC2)cc1 (stereo unspecified)	nt	nt	nt	nt	6%	-7%	-6
OC(c1ccccc1)(c1ccccc1)C1CCN(CCCOc2ccccc2)CC1	nt	nt	nt	nt	1%	-11%	2
Cc1cccc(NS(=O)(=O)c2ccc(Oc3ccccc3)cc2)n1	?	3%	-2%	-29%	3%	-16%	9
O=C(CSc1nc2ccccc2n1S(=O)(=O)c1ccccc1)N1CCCCC1	?	-5%	10%	-32%	4%	1%	18
Cc1ccc(S(=O)(=O)N2CCCCC2)cc1NC(=O)COC(=O)C1=COCCO1	4%	0%	13%	5%	-2%	-5%	-24
O=S(=O)(NC1CCCCCCC1)c1cccs1	?	0%	2%	-22%	-4%	-2%	26
CC(NC(=O)c1ccc(CS(C)(=O)=O)cc1)c1ccc(-c2ccccc2)cc1 (stereo unspecified)	-8%	4%	5%	0%	-5%	1%	-14
O=C(NC1CCCCC1)C1c2ccccc2OCC(=O)N1Cc1ccccc1 (stereo unspecified)	nt	nt	nt	nt	1%	-5%	11
O=C1CN=C(Nc2ccccc2)N1Cc1cccs1	?	-4%	6%	-21%	9%	10%	-17
Cc1cc(-c2cc(C(=O)NC3CCCC3)on2)nc(NCC2CC2)n1	-7%	1%	-11%	-16%	0%	11%	0
CC(=O)c1ccccc1NC(=O)COC(=O)CCCN1C(=O)c2cccc3cccc(c23)C1=O	?	1%	4%	-38%	-13%	-5%[11.6 µM]	12

# Five structures from above, arranged by SMILES length, smallest number first.
Compound	AmpC detergent	LmPK inh	HCV inhibitor	AmpC inh no detg	Tb PYK inh	AMA1-RON2 inh	HCMV antiviral
O=S(=O)(NC1CCCCCCC1)c1cccs1	?	0%	2%	-22%	-4%	-2%	26
CCSc1nnc(SCC(=O)NNC(=O)c2ccccc2F)s1	0%	-5%	24%	-24%	-10%	63%[activator]	14
OC(c1ccccc1)(c1ccccc1)C1CCN(CCCOc2ccccc2)CC1	nt	nt	nt	nt	1%	-11%	2
CC1(C)Cc2c(sc3c2c(=N)n(Cc2ccco2)c(=O)n3Cc2ccccc2)CO1	-9%	-5%	?	66%[activator]	-4%	-2%	-33
CC(C)(C)c1ccc(S(=O)(=O)NC(=O)C2(C)CCN2C(=O)C2(c3ccc(Cl)cc3)CC2)cc1 (stereo unspecified)	nt	nt	nt	nt	6%	-7%	-6

# (continued)
Compound	AmpC detergent	LmPK inh	HCV inhibitor	AmpC inh no detg	Tb PYK inh	AMA1-RON2 inh	HCMV antiviral
COc1cccc(OC)c1C(=O)N1CCN(C(=O)c2ccc(-c3ccccc3)cc2)CC1	-4%	3%	-11%	201%[activator]	2%	-3%	-15
Cc1nn(C2CCS(=O)(=O)C2)c(Cl)c1/C=C/C(=O)OCC(=O)Nc1ccccc1[N+](=O)[O-] (stereo unspecified)	2%	4%	-24%	-4%	-3%	-19%	11
COc1ccc(NC(=S)Nc2cccc(C(F)(F)F)c2)c(C)c1	-11%	-4%	13%	-5%[2.29 µM]	0%	-8%	5
CC1=CC(=C2C(=O)NC(=O)NC2=O)C=C(C(F)(F)F)N1Cc1ccccc1	-3%	-1%	-4%	-8%	3%	11%	?
Cc1ccc(-c2nc3ccccc3[nH]2)s1	2%	16µM*	?	-9%	?	10%	99
O=C(c1ccc(Cl)nc1)N1CCN(S(=O)(=O)c2ccc3c(c2)OCCO3)CC1	-14%	nt	-7%	1%	-14%	-5%	-12
O=C(NCc1ccc(C(F)(F)F)cc1)C12CN(Cc3ccccc3)CC1C(c1cccc([N+](=O)[O-])c1)=NO2 (stereo unspecified)	-3%	8%	?	-21%	0%	-28%	-6
COc1cccc(NC(=O)c2sc3nc(C)c(C(=O)Nc4ccc(Cl)cc4)c(-c4ccc(Br)cc4)c3c2N)c1	-2%	nt	nt	nt	-2%	nt	45
COc1ccc(C(=O)Nc2ccccc2SCc2cc(=O)n3nc(C)sc3n2)cc1OC	-1%	0%	-2%	9%	-6%	-1%	-17
Cc1[nH]c(C)c(C(=O)O)c1CNC1CCCCC1C (stereo unspecified)	-2%	7%	nt	-8%	nt	nt	nt
C/C(=N\NC(=O)c1ccccc1O)c1c(O)cc(C)oc1=O	0%	-14%	nt	-30%	-9%	63%[activator]	279
Cc1ccc(-n2ncc(C(=O)NCc3cccs3)c2C2CCN(C(=O)OC(C)(C)C)CC2)cc1C	19%	nt	nt	nt	-1%[15.4 µM]	nt	0
O=C(NC(=S)N1CCCc2ccccc21)c1ccc([N+](=O)[O-])cc1	4%	1%	?	2%	0%	-28%	2
COc1ccc(S(=O)(=O)CCC(=O)N2CCN(c3ccc([N+](=O)[O-])cc3)CC2)cc1	-9%	12%	?	19%	-6%	1%	?
CCc1ccc(NC(=O)N2CC=C(c3c[nH]c4ccccc34)CC2)cc1	26%	nt	nt	nt	-8%	nt	25
O=C(NNc1nc2ccc(Cl)cc2s1)c1cc(-c2cccs2)nc2ccccc12	-14%	5%	-3%	?	2%	84%[activator]	87
Cc1ccc(C)c(N2N=C(C(=O)Nc3cccc(S(=O)(=O)N4CCCCC4)c3)CCC2=O)c1	-2%	nt	-13%	111%[activator]	-2%	-10%	-10
O=C(NC(Cc1c[nH]c2ccccc12)c1nnc2n1CCCCC2)c1ccccc1 (stereo unspecified)	0%	0%	?	30%	0%	2%	-18
Cc1cc(=O)[nH]c(SCC(=O)N2CCN(C(=O)c3ccco3)CC2)n1	nt	nt	20%	105%[activator]	15%	3%	?
Cc1cc(C)cc(COn2ccnc2)c1	0%	-2%	-17%	nt	-6%	7%	-36
